Bioassay records from PubChem.
SRC3 TRFRET art = counter-screen for PPARgamma SRC-3 recruitment agonists: TR-FRET artefact; PPARgamma/SRC-3 format; stronger effect = higher value; TR-FRET ratio at 8 µM; 0.39% of 99,000 active; AID 1048; in the data active = TR-FRET ratio above about 2000; note: inactives centre near 1600; reference of the scale not given here
SRC1 TRFRET art = flags TR-FRET format artefacts in PPARgamma SRC-1 recruitment agonist screen | TR-FRET detection artefact counter-screen, emission ratio; stronger effect = higher value | TR-FRET ratio at 8 µM | 0.34% of 99,000 active | AID 1051; in the data active = TR-FRET ratio above about 2300; note: inactives centre near 1800; reference of the scale not given here
Numbers without * were called inactive. The list is partial (hit frequency here may not be typical).

SMILES | SRC3 TRFRET art | SRC1 TRFRET art
COc1cccc(/C=C2\Sc3ccc(C(=O)NCc4cccnc4)cc3N(C)C2=O)c1 | 1782 | 1898
CC(C)c1ccccc1NC(=O)COC(=O)CNC(=O)c1ccc(Br)cc1 | 1306 | 1623
COC1CCCN(C(=O)c2ccc(OC3CCN(CCc4ccccc4)CC3)cc2)C1 (stereo unspecified) | 1496 | 1712
COC(=O)c1ccc(COC(=O)CNC(=O)c2ccc(-c3ccccc3)cc2)cc1 | 1708 | 1724
COc1ccc(Nc2c(-c3ccco3)nc3ccc(C)cn23)cc1 | 1665 | 1782
COc1ccc(CN(C)CC(=O)Nc2c(C)cccc2C)c(OC)c1 | 1517 | 1786
Cc1ccc2nc(-c3ccc(NC(=O)CCS(=O)(=O)c4ccccc4)cc3)sc2c1 | 2301* | 1675
Cc1occc1-c1nnc(SCC(=O)Nc2ccccc2)n1C(C)c1ccccc1 (stereo unspecified) | 1250 | 1857
Cc1ccc(C(=O)N2c3ccccc3CC2C)o1 (stereo unspecified) | 1534 | 1780
COc1ccccc1Nc1nnc(SCc2nnc(-c3cc(OC)c(OC)c(OC)c3)o2)s1 | 1467 | 1909
O=C1NC(=O)/C(=C\c2ccc(OCc3cccc(C(=O)O)c3)c(Cl)c2)N1 | 1524 | 1979
Cc1nnc(SCC(=O)N2N=C(c3ccc(Cl)cc3)CC2c2ccco2)[nH]c1=O (stereo unspecified) | 1495 | 1734
Cc1cc(OCCCn2ccnc2)ccc1C(C)C | 1425 | 1753
C=CCNS(=O)(=O)c1ccc2nsnc2c1 | 1762 | 1658
Cc1nn(-c2cccc(Cl)c2)c2nc(C(F)(F)F)[nH]c(=O)c12 | 1544 | 1682
S=c1[nH]nc(CN2CCCCC2)n1Cc1ccccc1 | 1425 | 1854
C=CCN(C(=O)c1csnn1)C(C(=O)NC(C)(C)C)c1ccncc1 (stereo unspecified) | 1628 | 1765
CCOC(=O)C1(Cc2ccccc2C(F)(F)F)CCN(CC(O)CO)CC1 (stereo unspecified) | 1523 | 1684
CCOP(=O)(OCC)/C(=C/N1CCCCC1)NC(=O)c1ccccc1 | 1555 | 2071
CCCC/C(C)=N/NC(=O)c1cn(-c2ccccc2)nc1-c1ccccc1 | 1335 | 1780
COc1ccc(CC(=O)Nc2ccc(C(=O)NC(C)(C)C)cc2)cc1OC | 1402 | 1740
CCNc1ccc(N=Nc2c(C)n(C)n(-c3ccccc3)c2=O)cc1 | 1504 | 1734
COC(=O)c1cc(C(=O)c2cc(Br)ccc2O)coc1=N | 1517 | 1752
c1ccc(COC2CCCN(Cc3nc(Cc4ccccc4)no3)C2)cc1 (stereo unspecified) | 1506 | 1882
CCCCCC(=O)N=Nc1c(O)[nH]c2ccc([N+](=O)[O-])cc12 | 1698 | 1834
O=C(NC(=S)Nc1ccccc1N1CCCCC1)c1ccco1 | 1604 | 1771
Cc1ccc(CSc2ccc(-c3ccco3)nn2)cc1 | 1698 | 1981
CC(=O)Nc1ccc(N(C(=O)c2ccco2)C(C(=O)NC2CCCC2)c2ccc(N3CCOCC3)cc2)cc1 (stereo unspecified) | 1527 | 1829
CC(C)(C)c1cc(-c2nc(N)nc(N)n2)cc(C(C)(C)C)c1 | 1538 | 1616
COc1ccc(/C=C2/N=C3CCCCCN3C2=O)cc1 | 1479 | 1833
O=C(NCCc1c[nH]c2ccccc12)OCCSS(=O)(=O)O | 1332 | 1779
N=c1ccccn1CC(O)COc1ccccc1 (stereo unspecified) | 1732 | 1598
CC1=C(C(=O)OC(C)C)[C@@H](c2ccc(C)o2)NC(=O)N1 | 1670 | 1966
O=C1c2cccc3cccc(c23)C(=O)N1Nc1ccccc1 | 1517 | 1450
COc1cc(NC(=O)CCCl)cc(-n2cnnn2)c1 | 1656 | 1860
CCCCOC(=O)CSC(=S)N(C)Cc1cccs1 | 1534 | 1638
COc1ccccc1NC(=O)COC(=O)/C=C/c1ccccc1[N+](=O)[O-] | 1543 | 1749
Cc1ccc(S(=O)(=O)N2CCN(C(=O)c3cccs3)CC2)c(C)c1 | 1669 | 1717
Cc1cc(NC(=O)CN2C(=O)NC(C)(c3ccc(Cl)cc3)C2=O)no1 (stereo unspecified) | 1416 | 1806
O=C(CC1Nc2ccccc2NC1=O)Nc1ccc2c(c1)OCO2 (stereo unspecified) | 1520 | 1787
CN(C)C(=C(C#N)C#N)N1CCN(c2ccc(Cl)cc2)CC1 | 1521 | 1777
CCc1ccc(NC(=O)c2c(Cl)nc(C)c(Cl)c2C)cc1 | 1740 | 1809
Fc1ccccc1-n1cn[nH]c1=S | 1567 | 1697
CC(Oc1ccccc1)C(=O)NN1Cc2ccccc2C1=N (stereo unspecified) | 1358 | 1821
CC(C)CNS(=O)(=O)c1ccc(OCC(=O)NCc2ccco2)cc1 | 1459 | 1498

Part of the list above in order of SMILES length, ascending.
SMILES | SRC3 TRFRET art | SRC1 TRFRET art
Fc1ccccc1-n1cn[nH]c1=S | 1567 | 1697
N=c1ccccn1CC(O)COc1ccccc1 (stereo unspecified) | 1732 | 1598
CCCCOC(=O)CSC(=S)N(C)Cc1cccs1 | 1534 | 1638
COc1cc(NC(=O)CCCl)cc(-n2cnnn2)c1 | 1656 | 1860
CC(Oc1ccccc1)C(=O)NN1Cc2ccccc2C1=N (stereo unspecified) | 1358 | 1821
O=C1c2cccc3cccc(c23)C(=O)N1Nc1ccccc1 | 1517 | 1450
O=C(CC1Nc2ccccc2NC1=O)Nc1ccc2c(c1)OCO2 (stereo unspecified) | 1520 | 1787
CN(C)C(=C(C#N)C#N)N1CCN(c2ccc(Cl)cc2)CC1 | 1521 | 1777
CC(C)CNS(=O)(=O)c1ccc(OCC(=O)NCc2ccco2)cc1 | 1459 | 1498
CC(C)(C)c1cc(-c2nc(N)nc(N)n2)cc(C(C)(C)C)c1 | 1538 | 1616
CC1=C(C(=O)OC(C)C)[C@@H](c2ccc(C)o2)NC(=O)N1 | 1670 | 1966
Cc1ccc(S(=O)(=O)N2CCN(C(=O)c3cccs3)CC2)c(C)c1 | 1669 | 1717
Cc1cc(NC(=O)CN2C(=O)NC(C)(c3ccc(Cl)cc3)C2=O)no1 (stereo unspecified) | 1416 | 1806
COc1ccccc1NC(=O)COC(=O)/C=C/c1ccccc1[N+](=O)[O-] | 1543 | 1749

Other records follow.
SMILES | SRC3 TRFRET art | SRC1 TRFRET art
CC1CC(=O)N(c2ccc(NCc3ccccc3Cl)c([N+](=O)[O-])c2)C1=O (stereo unspecified) | 1600 | 1740
O=C(c1cnn2c(C(F)F)cc(-c3ccccc3)nc12)N1CCc2ccccc21 | 1809 | 1727
O=C(Nc1ccc(F)cc1)C1CCN(C(=O)c2ccc([N+](=O)[O-])cc2)CC1 | 1321 | 1565
Cc1cccc(C)c1NC1=C(Cl)C(=O)OC1OC(C)C (stereo unspecified) | 1618 | 1824
COc1ccc(C(=O)NCc2nnc(SCCOc3ccccc3)n2C)cc1 | 1415 | 1789
COc1cccc(-c2c(C#N)c(N)nc3c2c(=O)nc2sccn23)c1 | 1349 | 1813
Cc1[nH]c2ccccc2c1C(=O)C(=O)N1CCN(C)CC1 | 1517 | 1562
CNc1c([N+](=O)[O-])cnn1-c1ccccc1F | 1329 | 1632
CC(=O)Nc1ccccc1OCC(=O)N(Cc1ccccc1)C(C)C | 1338 | 1729
COc1cc(/C=N/NC(=O)C(Cc2c[nH]c3ccccc23)NC(=O)OCC(C)C)cc([N+](=O)[O-])c1OCc1ccccc1 (stereo unspecified) | 1468 | 1722
O=C(CN1CCc2ccccc2C1)NC1CCCC1 | 1544 | 1948
O=C(c1ccc(-n2nc(C(F)(F)F)c3c2CCCC3)cc1)N1CCOCC1 | 1775 | 1641
CCCCCCCc1nn2c(=O)cc(O)nc2s1 | 1696 | 1861
COc1ccc(NC(=O)Nc2nnc(CC(=O)NCc3ccccc3)s2)cc1 | 1515 | 1683
Nc1ccc(S(=O)(=O)c2ccc(N)cc2)cc1 | 1679 | 1749
CC(/C=N/NC(=O)NC1CCCCC1)=C\c1ccccc1 | 1722 | 2009
COc1ccc(OC)c(Cc2nnc(CCC(=O)N3CCCCC3c3nccs3)o2)c1 (stereo unspecified) | 1630 | 1595
COc1cc(/C=C(\C#N)C(=O)NCC2CCCO2)cc(OC)c1OC (stereo unspecified) | 1861 | 1764
C=CCn1c(SCC(=O)N2CCCCC2)nnc1-c1ccncc1 | 1735 | 1458
Oc1[nH]c2ccccc2c1N=NC(=S)NCC1CCCO1 (stereo unspecified) | 1549 | 2059
CCc1nnc(NC(=O)Cc2c[nH]c3ccccc23)s1 | 1811 | 2205
O=C(CSc1nnc2c(Cl)cc(C(F)(F)F)cn12)N(Cc1ccccc1)Cc1ccccc1 | 1820 | 2078
CNC(=O)c1ccc(=O)n(Cc2cccc(C(F)(F)F)c2)c1 | 1555 | 1720
CC(C)(C)c1cc(NC(=O)c2cccc(S(=O)(=O)N3CCOCC3)c2)no1 | 1322 | 1645
CC(=O)N(c1ccc(Cl)cc1)c1nc(C)cc(C)c1C#N | 1616 | 1867
Cc1ccc(C(C[N+](=O)[O-])c2c(C)[nH]n(-c3ccccc3)c2=O)cc1 (stereo unspecified) | 1390 | 1770
O=C(Cn1cc(C(F)(F)F)ccc1=O)N/N=C/c1cccc(Cl)c1Cl | 1674 | 2030
Nc1ncnc2nc(SCCOc3ccc(Cl)cc3)[nH]c12 | 1636 | 2176
COc1ccc(NC(=O)Cc2c[nH]c3ccccc23)cc1S(=O)(=O)N1CCCCC1 | 1686 | 1779
CC(C)CCN(CC(=O)NC(C)(C)C)C(=O)C(=O)Nc1ccc2c(c1)OCCO2 | 1497 | 1785
CC(C)n1nc(C(=O)Oc2cc(Cl)ccc2Cl)c2ccccc2c1=O | 1596 | 1645
Cc1cccc(C)c1N=Cc1c(O)n(-c2nccs2)c(=O)c2ccccc12 | 1539 | 1788
CCOc1ccc(/C=N/NC(=O)c2csc(C)c2C)c(OCC)c1 | 1681 | 1957
Cc1cc(C(=O)c2ccccc2)c(NC(=O)CCl)s1 | 1303 | 1444
CCOC(=O)C(CCCCOc1cccc(CC)c1)C(=O)OCC | 1573 | 1774
CN(C(=O)c1ccc2c(Cl)c3c(nc2c1)CCC3)c1ccccc1 | 1710 | 1812
O=C(O)c1cc(-c2ccco2)nn1-c1cccc(Cl)c1 | 1443 | 2006
O=C(CSc1ccc(Cl)cc1)NNC(=O)c1cccnc1 | 1452 | 1516
COc1ccc(C(=O)C2CCCN(Cc3cccn3-c3ccccn3)C2)c(OC)c1 (stereo unspecified) | 1395 | 1916
Cc1ccc(NC(=O)C(=O)NNC(=O)c2cccs2)cc1 | 1692 | 1692
CCOC(=O)c1ccc2nc(NC(=O)C(C)C)sc2c1 | 1409 | 1935
C=CCn1c(CCCNC(=O)c2ccccc2OC)nc2ccccc21 | 1698 | 1399
COCc1cc(N2CCCC2)nc(-c2ccccc2)n1 | 1742 | 1745
O=C(Nc1nc2ccccc2s1)c1ccc(F)cc1 | 1497 | 1581
C=CCNC(=O)COc1ccc(Oc2ccccc2)cc1 | 1496 | 1731
Cc1ccc(C(=O)NCC(=O)OCC(=O)c2ccc(C)c([N+](=O)[O-])c2)cc1 | 1487 | 1760
Cc1cc(C)nc(NNC2=CC(=[N+]3CCCCC3)CC(C)(C)C2)n1 | 1474 | 1951
CCC(C)(C)n1nnnc1C(c1cccs1)N1CCCCC1 (stereo unspecified) | 1507 | 1627
COc1ccc(N=Cc2[nH]c3ccccc3c2O)cc1 | 1491 | 1838
CCCc1nc2ccc(NC(C)=O)cc2c(=O)n1Cc1ccc(Cl)cc1 | 1505 | 1666
N/C(=N\N=C\c1cccs1)SC1CC(=O)N(c2ccc(Br)cc2)C1=O (stereo unspecified) | 1736 | 1898
CC(=O)c1ccc(NC(=O)c2ccc(CSc3ccccc3)o2)cc1 | 1600 | 2135
Cc1cccc(NC(=S)NCc2ccc(F)cc2)c1 | 1774 | 1873
CCOC(=O)N1CCN(S(=O)(=O)c2ccc3[nH]c(=O)sc3c2)CC1 | 1799 | 1882
Cn1nccc1C(=O)Oc1ccc(/C=N/NC(=O)c2ccccc2O)cc1 | 1423 | 1892
C#CC[N+]1(CC#Cc2ccc(C)cc2)CCCCC1 | 1562 | 1791
C1CCCCCC2(CCCCC1)OCC(CN1CCOCC1)O2 (stereo unspecified) | 1595 | 1755
CC(C)C1COC(c2cccn2Cc2ccccc2Cl)=N1 (stereo unspecified) | 1735 | 1720
COc1ccc(CNC(=O)/C=C/C(=O)O)cc1OC | 1572 | 1574
Cc1ccc(SCCC(=O)Nc2ccccc2C(=O)NC(C)C)cc1 | 1792 | 1752
Continued.
SMILES | SRC3 TRFRET art | SRC1 TRFRET art
COc1cc2c(cc1O)CC[n+]1cc3c(OC)c(OC)ccc3cc1-2 | 1607 | 1588
Cc1ccc(-c2nc(C)sc2CC(=O)OCC(=O)Nc2c(F)cccc2F)cc1 | 1453 | 1643
CCN(CC)Cc1nc2sc(C)c(C)c2c(=O)[nH]1 | 1617 | 1970
COc1ccc(/C=C/C(=O)OCn2c(SC)nnc(C)c2=O)cc1OC | 1690 | 1893
CCOC(=O)C1CCCN(C(=O)c2ccc(OC)c([N+](=O)[O-])c2)C1 (stereo unspecified) | 1467 | 1492
CCn1cc(C(=O)OCC(=O)c2cc(C)n(-c3cccc(C(F)(F)F)c3)c2C)c(=O)c2ccc(C)nc21 | 1472 | 1795
C#CCNC(=O)C1=C[C@@H](c2coc3ccccc3c2=O)C[C@@H](OCCCCO)O1 | 1613 | 1891
NC(=O)c1cnn2c1NC(c1ccc(F)cc1)CC2C(F)(F)F (stereo unspecified) | 1612 | 1994
CC(=O)Nc1c(N)c2ccccc2oc1=O | 1588 | 1639
CCCc1nnc(SCC(=O)N2CCCCC2C)n1CCOC (stereo unspecified) | 1389 | 1687
Cc1cc(C)c(NC(=O)Cn2nnc(C(=O)NCc3ccco3)c2N)c(C)c1 | 1339 | 1880
CCOC(=O)COc1ccc(/C=C2\NC(=S)N(CC)C2=O)cc1 | 1401 | 1582
CC(C)N1C(=O)CC(Nc2cccc3cccc(N)c23)C1=O (stereo unspecified) | 1888 | 1966
